Screens: PubChem BioAssay, National Center for Advancing Translational Sciences (NCATS)
HTT ATP protect: qHTS Multiplex Assay to Identify Dual Action Probes in a Cell Model of Huntington: Cytoprotection (ATP) | PC12 HTT-Q103 induced, cytoprotection, ATP luminescence, 40 h | Potency, µM (series often up to 56.4 µM), without a hit: cytoprotection (ATP increase), hits mostly activators | 230,000 tested, 0.14% active;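 also: potency is read from the fitted curve at half-maximal effect; % of control where 0% means no effect; nearly all actives have a fitted effect of over 45% in size; toxic huntingtin expression switched on by the ecdysone agonist tebufenozide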
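PC12 cells stably carrying ecdysone-inducible Htt exon 1 (Q103)–GFP were induced with 100 nM tebufenozide (final) alongside library compounds in a dose series. Cytoprotection was scored as retained ATP by ATPlite luminescence.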
KinaseGlo FLuc: Counterscreen for Luciferase (Kinase-Glo TM) Inhibition; Kinase-Glo luciferase, ATP luminescence, 8 min; Potency, µM (top dose mostly 38.3 µM), without a hit: top-dose activity change, negative = inhibition, usual class: inhibitors; 200,000 tested, 0.28% active; also: potency is read from the fitted curve at half-maximal effect; % is scaled to controls: 0 for no effect and ±100 for the full control effect; nearly all actives have a fitted effect of over 60% in size
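Recombinant Kinase-Glo luciferase, 10 uM ATP (linear range), luciferin; imidazole pH 7.2 / KCl / MgCl2 / Tween / BSA buffer; 8 min RT; luminescence.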
HttQ103 aggreg: qHTS Multiplex Assay to Identify Dual Action Probes in a Cell Model of Huntington: Aggregate Formation (GFP). 220,000 tested, 1.1% active. Potency, µM (top dose mostly 46.1 µM), for inactives: at the highest dose activity change, negative = inhibition, usual class: inhibitors. PC12 HttQ103-GFP aggregates, Acumen cytometry, 40 h; also: potency is read from the fitted curve at half-maximal effect; % is scaled to controls: 0 for no effect and ±100 for the full control effect; nearly all actives have a fitted effect of over 60% in size
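PC12/HTTQ103-GFP, ecdysone-inducible; teb 100 nM; cpd qHTS titration; GFP aggregates read on laser cytometer, Ex 488/Em 500-530 nm.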
Lamin A splicing: qHTS Assay for Modulators of Lamin A Splicing. HeLa LMNA splicing GFP/RFP minigene ratio, 48 h. 200,000 tested, 0.01% active. Potency, µM (doses to about 46.1 µM), for inactives: top-dose ratio change, negative = inhibition, usual class: inhibitors. AID 1487, 2009; active = well fitted inhibition curve with a large enough effect in the signal ratio, with a control signal flat, not every such curve was filed as active; inconclusive = small, poorly fitted or top-dose-only effect, or effect the other way, or a change in a side signal; the % refers to the signal ratio; also: potency is read from the fitted curve at half-maximal effect; % is scaled to controls: 0 for no effect and ±100 for the full control effect
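S3 HeLa cells stably expressing lamin A-EGFP splicing minigene plus DsRed2, 600 cells/well, 48 h compound exposure at 37C. Laser-scanning cytometry; analysed as GFP (500-530 nm)/RFP (575-640 nm) total intensity ratio; 0.5% DMSO vehicle.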
CBFb RUNX1 block: qHTS Assay for Compounds Blocking the Interaction Between CBF-beta and RUNX1 for the Treatment of Acute Myeloid Leukemia; Runt-related transcription factor 1 (Homo sapiens) + Core-binding factor subunit beta …; AlphaScreen CBFb-His/RUNX1-biotin binding, biochemical; Potency, µM (highest dose often 59.8 µM), for the others: at the highest dose activity, negative = inhibition, usual class: inhibitors; 230,000 tested, under 10 active; AID 1477, 2009; also: % of control where 0% means no effect
Target sequence (Q01196 whole entry, looked up): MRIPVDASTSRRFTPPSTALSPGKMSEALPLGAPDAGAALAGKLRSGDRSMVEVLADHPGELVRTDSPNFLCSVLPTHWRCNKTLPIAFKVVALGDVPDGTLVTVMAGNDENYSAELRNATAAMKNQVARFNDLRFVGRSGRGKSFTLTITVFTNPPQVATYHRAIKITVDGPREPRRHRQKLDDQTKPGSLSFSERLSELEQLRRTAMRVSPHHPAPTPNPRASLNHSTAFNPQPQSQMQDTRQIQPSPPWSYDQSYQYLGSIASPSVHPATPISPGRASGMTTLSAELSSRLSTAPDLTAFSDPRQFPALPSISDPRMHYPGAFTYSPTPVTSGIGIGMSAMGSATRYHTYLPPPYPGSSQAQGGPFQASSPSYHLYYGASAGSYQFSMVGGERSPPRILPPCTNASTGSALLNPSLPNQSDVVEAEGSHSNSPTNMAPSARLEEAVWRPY
Target sequence (Q13951 whole entry, looked up): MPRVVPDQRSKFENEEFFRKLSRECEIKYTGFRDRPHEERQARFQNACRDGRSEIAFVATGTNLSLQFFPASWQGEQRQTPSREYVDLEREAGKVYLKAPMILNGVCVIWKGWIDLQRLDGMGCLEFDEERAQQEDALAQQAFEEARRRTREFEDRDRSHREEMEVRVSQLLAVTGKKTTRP
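His-tagged CBF-beta and biotinylated RUNX1 (30 nM each) were premixed 20 min at room temperature, exposed to compound for 15 min, then given nickel-chelate and streptavidin AlphaScreen beads (50 ng each). After 90 min, AlphaScreen signal was read.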
IMPase Li inh: qHTS Assay for Identifying the Cell-Membrane Permeable IMPase Inhibitors: Potentiation with Lithium | 210,000 tested, 0.35% active | Potency, µM (doses to about 59.4 µM), without a hit: at the highest dose activity, negative = IMPase inhibition, usual class: inhibitors | CHO-M1 cells, IP1 TR-FRET (IP-One), carbachol + lithium;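 also: IP1 builds up when IMPase is blocked and the TR-FRET signal falls; potency is read from the fitted curve at half-maximal effect; plate controls were basal vehicle for no effect and high inhibitor control for full effect; nearly all actives have a fitted effect of over 50% in size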
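Readout is a homogeneous TR-FRET IP1 immunoassay (Ex 320, Em 665 and 620), where raised cytosolic IP1 lowers signal. Cells were CHO-M1 treated 30 min at 37C with test compounds plus a little lithium; AC50 values came from Hill-equation fitting.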
SMN2 splice enh: qHTS Assay for Enhancers of SMN2 Splice Variant Expression | HEK293 SMN2-luciferase splicing reporter, luminescence, 30-36 h | Potency, µM (highest dose often 46.1 µM), inactives show at the top dose activity change, positive = activation, usual class: activators | 210,000 tested, 2.8% active | AID 1458, 2008; also: potency is read from the fitted curve at half-maximal effect; % of control where 0% means no effect; nearly all actives have a fitted effect of over 55% in size
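HEK293 cells carry an SMN2 minigene-luciferase reporter in which exon 7 inclusion puts luciferase in frame. Cells were seeded at 2000 cells/well, attached for 10-12 hours, then exposed to compounds for 30-36 hours at 37C before ONE-Glo luminescence.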
* = called active by the depositor; ? = inconclusive; / = no result given; & = joins results of further samples; [ ] = remark or other dose. Unless noted, calls follow the shape of the dose curve; as a rule, active = well fitted curve in the direction sought with a large enough effect; inconclusive = small, poorly fitted or top-dose-only effect, or another doubt; inactive = no such curve, though single readings can be large; an effect the other way counts as inactive or inconclusive.

molecule | HTT ATP protect | KinaseGlo FLuc | HttQ103 aggreg | Lamin A splicing | CBFb RUNX1 block | IMPase Li inh | SMN2 splice enh
CC(C)Cn1cc(C(=O)NC2CCN(Cc3ccccc3)CC2)c2c3ccccc3n(C)c2c1=O | -30% | -1% | 26% | -4% | -3% | -10%[38.3 µM] | -7%
CCn1c(SCC(=O)Nc2cc(S(=O)(=O)N3CCOCC3)ccc2OC)nnc1-c1ccncc1 | 24%[10 µM] | 1% | 16% | 13%[46 µM] | -5% | 1% | 1%
O=C(CSc1nc(SCC(=O)NCc2ccccc2)n(-c2ccccc2)n1)NCc1ccccc1 | -18% | -2% | -8% | 5% | 0% | 35%[38.3 µM] | 10%
O=C(Cc1ccc(Cl)cc1)NNC(=O)Nc1cccc2ccccc12 | -8% | 1% | 6% | 6% | 0% | -17%[38.3 µM] | 1%
Cc1onc(-c2c(Cl)cccc2Cl)c1C(=O)Nc1ccc2c(c1)OCO2 | -29% | -1% | -10% | 5% | 0% | 3%[38.3 µM] | /
O=C(Nc1ccccc1C(=O)N1CCCC1)c1ccc(Cl)c([N+](=O)[O-])c1 | -34%[inhibitor] | -1% | 24% | / | -5% | 12% | -5%
COC(=O)NC(=S)N1CCOCC1 | / | 0% | -1% | 0% | -4% | -9% | -28%
COc1ccc(-c2noc(CN3CCN(c4ccccc4)CC3)n2)cc1 | -10% | 3% | -33% | ? | -5% | 11%[38.3 µM] | -2%
CC(=O)/C(CN1CCCCC1)=N\O | -1%[10 µM] | -1% | ? | 0% | 1% | 14%[38.3 µM] | -9%
O=C(c1ccc2c(c1)N(Cc1ccccc1)C(=O)CS2)N1CCOCC1 | 0% | -2% | 5% | -3% | 4% | -4%[38.3 µM] | -4%
CCOC(=O)c1[nH]c2cc3c(cc2c1NC(=O)CN1CCC2(CC1)OCCO2)OCO3 | -108%[inhibitor] | -7% | 8% | -1% | 3% | ? | 16%
CCCn1c(C(Cc2ccccc2)NC(=O)COC)nc2ccccc21 (centres undefined) | 5%[10 µM] | 2% | -15% | -4% | 3% | 32%[activator][38.3 µM] | 4%
C=CCNCC(=O)Nc1ccccc1SCC(=O)Nc1ccsc1C(=O)OC | 8% | -4% | -3%[9.22 µM] | -16%[9.22 µM] | -1% | 11% | -6%
O=C(CC1S/C(=N\S(=O)(=O)c2ccccc2)N(c2ccccc2)C1=O)Nc1ccc(F)cc1 (centres undefined) | 3%[10 µM] | -4% | 6% | -16% | 4% | 2% | 4%
CC(NC(N)=O)C(=O)OCc1ccc(Cl)cc1Cl (centres undefined) | 5% | 2% | -6% | 20% | -5% | 24%[38.3 µM] | -2%
O=S(=O)(Nn1c(O)c(C=C2N=c3ccccc3=N2)sc1=S)c1ccccc1 | 5%[10 µM] | / | 13%[9.22 µM] | / | -16% | / | /
Cn1c(=O)n(C)c2cc([N+](=O)[O-])c(N3CCN(C(=O)c4cccc(F)c4)CC3)cc21 | -6% | 0% | 14% | 8%[46 µM] | -6% | 12% | -21%
CCn1c(C)[n+](CC)c2ccc(S(=O)(=O)NC)cc21 | 5%[10 µM] | -1% | 8%[9.22 µM] | / | 13% | 5% | -11%
CCOC(=O)CN(C(=O)CSc1nnc2c(n1)[nH]c1ccc(OC)cc12)c1ccc(F)cc1 | -32% | -2% | 3% | ? | 2% | 14%[38.3 µM] | 1%
COc1cc2cc(CN(Cc3nnnn3C3CCCC3)C3CCCC3)c(=O)[nH]c2cc1OC | -15% | -1% | 1% | -2% | 5% | -15%[38.3 µM] | -1%
Cc1ccc(C)c(N2CCN(C(=O)Cc3c(C(=O)O)[nH]c4ccc(Cl)cc34)CC2)c1 | -8%[10 µM] | / | -2%[9.22 µM] | / | -4% | / | /
CCOC(=O)c1sc2nc(CC(=O)OC)nc(NCCN(CC)CC)c2c1C | 0% | 0% | 20% | 1% | -3% | 24%[38.3 µM] | 4%
Cc1ccc(NC(=O)CCS(=O)(=O)c2cccc3nonc23)cc1 | -54%[inhibitor] | 1% | 1% | 2%[9.22 µM] | 4% | 3% | 0%
CCOC(=O)c1ccccc1NC(=O)C1COc2ccccc2O1 (centres undefined) | -5% | / | -17% | -2% | ? | / | /
COc1ccc2c(c1)c(C(=O)N/N=C/c1ccccc1Cl)c(C)n2C | 8%[10 µM] | / | 19%[9.22 µM] | / | -3% | / | /
N#C/C(=C\c1c(N2CCCCC2)nc2ccccn2c1=O)S(=O)(=O)c1ccccc1 | -2%[10 µM] | / | -7%[9.22 µM] | / | -17% | / | /
COc1ccc(CC2(CO)CCN(Cc3cccnc3)CC2)cc1 | -55%[inhibitor][10 µM] | -3% | 6%[9.22 µM] | / | 0% | 4% | /
Cn1/c(=N\NC(=O)C2CCCCC2)sc2ccccc21 | -68% | -1% | 0% | / | 15% | -16% | 7%
O=C(Nc1ccccc1C(=O)OCC(=O)c1c[nH]c2ccccc12)c1ccco1 | -10%[1.9 µM] | -1% | -16% | ? | -8% | 6% | 9%
COC(=O)c1cc(C#N)c(Oc2ccccc2OC)nc1C | 17%[10 µM] | 7% | 5% | -15% | 15% | 0% | -49%[inhibitor]
Cc1cccc2cc(CN(CCCO)C(=O)Nc3cccc(Cl)c3)c(=O)[nH]c12 | -21% | -5% | -20% | 1% | 0% | -12%[38.3 µM] | -16%
O=C(OC(C(=O)NCC1CCCO1)c1ccccn1)c1cccs1 (centres undefined) | 12%[10 µM] | 0% | 19% | 3% | -2% | 2%[38.3 µM] | 13%
CCOC(=O)c1oc2ccccc2c1CN1CCN(c2ccccc2)CC1 | 16% | -3% | ? | 3% | -6% | 42%[activator][38.3 µM] | 9%
COc1ccc2c(c1)c(CC(=O)Nc1ccccc1OC)c(C)n2C(=O)c1ccc(Cl)cc1 | -9%[10 µM] | 1% | 5% | -19% | 9% | 17% | -38%[inhibitor]
Cc1cc(C(=O)NN)c2cc(Br)ccc2n1 | -4% | 8% | -3%[9.22 µM] | -3% | 1% | -2%[38.3 µM] | 3%
CC(/C=N/NC(=O)c1sc(N)nc1C)=C\c1ccccc1 | -33%[inhibitor] | -2% | 2% | -12%[46 µM] | 11% | 6% | ?
CC(NC(=O)/C(=C\c1cccc([N+](=O)[O-])c1)NC(=O)c1ccco1)C(=O)O (centres undefined) | 29% | -6% | -1% | 8%[0.0737 µM] | 14% | 7%[38.3 µM] | -21%
C/C=C1\C(=O)C[C@H]2[C@@H]3CCC4=CC(=O)CC[C@]4(C)[C@H]3CC[C@]12C | 24% | / | / | / | 13%[21.7 µM] | 18% | -35%[inhibitor]
CC(C)(C)[C@H]1C=C(C(=O)N2CCN(Cc3ccccc3)CC2)O[C@@H](OCc2ccc(CO)cc2)C1 | 3%[10 µM] | / | 7%[9.22 µM] | / | 10% | 13% | /
CN1CCC(=O)N(CCSc2ccc(Br)cc2)CC1 | 16%[10 µM] | / | -6%[9.22 µM] | / | 16%&5% | / | /

Of the compounds above, these contain bromine:
molecule | HTT ATP protect | KinaseGlo FLuc | HttQ103 aggreg | Lamin A splicing | CBFb RUNX1 block | IMPase Li inh | SMN2 splice enh
Cc1cc(C(=O)NN)c2cc(Br)ccc2n1 | -4% | 8% | -3%[9.22 µM] | -3% | 1% | -2%[38.3 µM] | 3%
CN1CCC(=O)N(CCSc2ccc(Br)cc2)CC1 | 16%[10 µM] | / | -6%[9.22 µM] | / | 16%&5% | / | /

The list goes on.
molecule | HTT ATP protect | KinaseGlo FLuc | HttQ103 aggreg | Lamin A splicing | CBFb RUNX1 block | IMPase Li inh | SMN2 splice enh
COc1ccc(-c2noc(CSc3nc(N)c(-c4ccccc4)c(=O)[nH]3)n2)cc1 | 20%[10 µM] | 1% | ? | ? | 10% | 18% | -62%[inhibitor]
O=S(=O)(c1cccs1)N1CCC(CO)(Cc2cccc(F)c2)CC1 | -17%[10 µM] | 4% | -3%[9.22 µM] | / | 5% | 4% | /
Cc1ccc(C(=O)Oc2ccc([N+](=O)[O-])cc2)cc1S(=O)(=O)N1CCCCCC1 | 14%[1.9 µM] | 2% | -2% | -3% | 3% | 2% | -4%
O=S(=O)(c1ccc2nc(SCc3ccc(Cl)cc3)[nH]c2c1)N1CCOCC1 | ? | -1% | -23% | ? | 4% | 8% | -11%[1.84 µM]
CCOc1ncccc1C(=O)OC(C)C(=O)Nc1ccc(CC)cc1 (centres undefined) | 27% | 0% | 12% | 13%[46 µM] | -2% | 12% | -8%
Cc1cc(C)c(NC(=O)CO/N=C2\CCCc3nonc32)c(C)c1 | -2%[10 µM] | 4% | 0% | -9% | -2% | 9% | -16%
O=C(Nc1cccc([N+](=O)[O-])c1)c1ccc2nc(N3C(=O)CCC3=O)sc2c1 | -14% | 0% | 6% | ? | -3% | -7%[38.3 µM] | -13%
COCCCn1c(=O)/c(=C\c2cccc(OC)c2OC)s/c1=C(/C#N)C(=O)Nc1ccc(C(=O)O)cc1 | 10%[10 µM] | / | 9%[9.22 µM] | / | -1% | / | /
CCc1nc(SCC(=O)N2CCN(c3ccccc3)CC2)c2c(=O)n(C)c(=O)n(C)c2n1 | 5%[10 µM] | / | 4%[9.22 µM] | / | 15% | 2% | /
COc1cc(C2C(C(=O)Nc3ccccc3OC)=C(C)Nc3ncnn32)ccc1O (centres undefined) | -6% | 0% | -7% | -2% | -1% | 6%[38.3 µM] | 4%
O=C1COc2ccc(C(=O)COC(=O)c3cc(S(=O)(=O)NCc4ccccc4)ccc3O)cc2N1 | -14%[10 µM] | / | 5%[9.22 µM] | / | -11% | / | /
CCn1c(/C=C2/C(=O)N(C)c3ccccc32)nc2ccccc2c1=O | 20% | -7% | 11% | -7% | -2% | 57%[activator][38.3 µM] | /
CCNC(=O)NC(=O)C(C)Oc1ccc(C(=O)OC)cc1 (centres undefined) | 7% | -2% | 3% | 6% | -2% | -2%[38.3 µM] | -34%[inhibitor]
